Screening data deposited in PubChem BioAssay by several laboratories.
PTEN del growth – growth suppressors of cells with PTEN tumor suppressor deletion; viability, % at 10 µM; HCT116 PTEN-null viability, CellTiter-Glo, 60 h; active compounds read low; 140,000 compounds, 1.2% hits;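 active = viability at or below a set limit, 4 SD under the median of all tested compounds, cut at about 3.7% in these data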;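 note: PTEN knockout HCT116 line with beta catenin targeted HCT116 as companion control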
MRP-1 activ – activators of MRP-1. H69AR cells + doxorubicin, viability rescue, CellTiter-Glo. viability increase, % at 10 µM. 140,000 compounds, 0.61% hits;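 active = viability gain under doxorubicin at or above a set limit, the compound median plus 3 SD, cut at about 4.7% in these data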;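 note: MRP-1 overexpressing cells given doxorubicin 25 µM after compound pretreatment; 18-22 h compound pretreatment then 72 h with doxorubicin before readout; 0% = doxorubicin-only wells and 100% = vehicle-treated cells without doxorubicin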
GALR2 blocker – GALR2 (human) receptor antagonism; O43603; GALR2-expressing cells, antagonist mode; inhibition, % at 4 µM; 140,000 compounds, 0.39% hits; AID 828; in the data active = inhibition above about 27%;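 note: cells stimulated with galanin 1-16 at roughly its EC80; 0% = agonist challenge control and 100% = basal control without agonist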
Target sequence (O43603 whole entry, looked up): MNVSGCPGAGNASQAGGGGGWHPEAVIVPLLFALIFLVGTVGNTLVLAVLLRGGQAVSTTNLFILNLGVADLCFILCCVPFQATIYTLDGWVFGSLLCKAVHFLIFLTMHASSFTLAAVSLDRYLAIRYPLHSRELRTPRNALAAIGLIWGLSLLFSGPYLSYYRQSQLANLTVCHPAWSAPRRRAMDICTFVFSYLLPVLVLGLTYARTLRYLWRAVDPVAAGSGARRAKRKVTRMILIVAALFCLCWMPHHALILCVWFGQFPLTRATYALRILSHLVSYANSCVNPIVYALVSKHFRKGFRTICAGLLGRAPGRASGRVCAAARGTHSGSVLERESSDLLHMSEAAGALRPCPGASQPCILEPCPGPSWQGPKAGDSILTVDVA
NPY-Y2 antag – antagonists of human neuropeptide Y receptor Y2 | 140,000 compounds, 0.99% hits | P49146 | NPY-Y2 expressing cells, antagonist mode | inhibition, % at 2.7 µM; in the data active = inhibition above about 17%;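 note: 0% = vehicle with agonist challenge and 100% = reference antagonist with challenge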
Target sequence (P49146 whole entry, looked up): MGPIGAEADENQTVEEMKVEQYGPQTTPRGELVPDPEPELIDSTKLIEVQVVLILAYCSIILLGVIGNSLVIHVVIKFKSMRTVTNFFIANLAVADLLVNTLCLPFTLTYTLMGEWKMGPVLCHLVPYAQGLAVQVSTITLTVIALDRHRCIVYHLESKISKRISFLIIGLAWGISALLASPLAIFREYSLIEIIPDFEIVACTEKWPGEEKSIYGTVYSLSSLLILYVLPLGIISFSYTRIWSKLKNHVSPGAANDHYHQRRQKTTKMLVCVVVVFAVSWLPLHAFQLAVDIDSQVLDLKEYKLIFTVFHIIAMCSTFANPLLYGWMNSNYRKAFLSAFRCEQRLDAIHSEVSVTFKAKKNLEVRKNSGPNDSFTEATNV
BB579 growth dn – yeast BB579 growth reduction in restrictive medium; S. cerevisiae BB579 growth, OD615, 48 h; 140,000 compounds, 0.51% hits; AID 804; inhibition, % at 10 µM;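 active = inhibition above a set limit, 3 SD over the mean compound inhibition, cut at about 44% in these data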; note: inactives centre near -24
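Test system: Saccharomyces cerevisiae DeaD strain BB579, replicative lifespan model yeast | Buffer or medium: Restrictive CSMM-D medium | Doses: One dose, 10 µM compound with 0.25% DMSO | Incubation: 48 h exposure, 30 °C | Detection: Culture absorbance at 615 nm | Control set: Amphotericin B at 10 µg/mL as positive control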
Yeast lifespan up – yeast lifespan extension; S. cerevisiae growth with nicotinamide, OD615; deaD strain in restrictive glucose medium; inhibition of the nicotinamide effect, % at 10 µM; 130,000 compounds, 0.68% hits;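 active = inhibition above a set limit, placed 3 SD over the median of all compounds, cut at about 26% in these data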;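 note: 0% = nicotinamide-treated wells and 100% = cells grown without nicotinamide; some compounds called inactive have numbers as strong as hits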
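Test system: DeaD-strain S. cerevisiae / Buffer or medium: restrictive glucose medium / Also added: nicotinamide 1.5 mM / Doses: one concentration, 10 µM, DMSO 0.25% / Schedule: 48 h at 30 °C / Signal: OD615 measurement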
HCT116 bCat-KO – beta-catenin-lacking colon tumor cell growth suppression; viability, % at 10 µM; HCT116 beta-catenin knockout viability, CellTiter-Glo, 60 h; active compounds read low; 140,000 compounds, 1.5% hits;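 active = viability at or under a set limit, the compound median less 4 SD, cut at about 6% in these data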;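 note: 0% = Hyamine 1622 control at 20 µM and 100% = untreated cell control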
E-sel TNF inh – blocks E-selectin expression induced by TNF alpha; HUVEC TNFa-induced E-selectin immunofluorescence, high content; inhibition, % at 2 µM; 120,000 compounds, 0.71% hits;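 active = inhibition above the batch mean plus 3 SD, and confirmed as a hit on visual image review, cut at about 43% in these data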;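 note: 0% = TNF-stimulated DMSO wells and 100% = unstimulated control wells; not every result past the cut was called active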
Phagocytosis inh – inhibitors of macrophage phagocytosis | AID 1029 | 110,000 compounds, 0.07% hits | J774A.1 macrophage IgG-bead phagocytosis, imaging | inhibition, % at 5 µM;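 active = inhibition above the mean of the plate negative controls plus 5 SD, cut at about 13% in these data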;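 note: phagocytic index as fraction of beads internalized from green versus red external bead signal; plate controls were DMSO negative control for no effect and cytochalasin-D positive control for full effect; some results beyond the cut were filed as inactive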
Measles CPE – protection of cells from measles virus; Measles virus-infected cells, CPE protection, absorbance; 140,000 compounds, 1.5% hits; protection (pct of control), % at 4 µM; in the data active = protection mostly above about 24%, no sharp cut-off; inactive = mostly below about 26%; note: some compounds called inactive have numbers as strong as hits
An asterisk follows results filed as active; nt = no result given.

molecule	BB579 growth dn	Phagocytosis inh	NPY-Y2 antag	PTEN del growth	E-sel TNF inh	GALR2 blocker	MRP-1 activ	Yeast lifespan up	Measles CPE	HCT116 bCat-KO
CC(C)N1C/C(=C/c2cccnc2)C(=O)/C(=C/c2cccnc2)C1	-55.9	2.6	-1.2	57.5	nt	17.5	-4.6	40.6*	6.3	51.9
c1ccc(Cn2nc(-c3ccccc3)nc2-c2ccccc2)cc1	-21.5	-9.9	6.7	92.6	23.2	13.9	0.1	-4.8	16.7	84.3
COc1ccc(N=C2C(=O)Nc3ccccc32)cc1	-14.3	-0.9	1.1	97.9	nt	2.1	-2.7	-15.9	-2.5	91.7
COc1ccc(-c2cc(C(F)(F)F)nc(SCC(=O)NCc3cccs3)n2)cc1OC	-16.3	-4.4	4.2	82.1	nt	-33.6	-3.1	1.8	9.1	87.3
CCc1cccc(C)c1NC(=O)CCCSc1nc2ccccc2s1	-19.1	-2.0	13.0	71.6	0.7	4.2	-3.4	8.0	7.6	79.6
Cc1cc(NC(=O)c2cc(-c3ccccc3)on2)no1	-66.3	3.0	3.3	112.2	-3.0	1.9	0.4	-11.9	2.0	104.2
O=C(NCC1CCCO1)c1cccc(N2CCCC2=O)c1 (stereo not given)	-5.6	-1.1	2.6	95.5	-19.9	2.4	0.3	-7.6	16.2	94.4
CC(=O)C1=C(O)C(=O)N(CCC(=O)O)C1c1cccc(F)c1 (stereo not given)	-11.6	-1.9	-0.3	98.1	-33.5	-2.2	-0.5	2.0	2.2	88.6
COc1ccccc1-n1cnc2sc(-c3ccccc3)cc2c1=O	4.8	0.6	3.5	91.2	-28.8	5.4	-1.6	-25.0	30.9	99.5
O=C(c1cccs1)N1CCN(C2CCN(Cc3ccccc3)CC2)CC1	-68.6	1.9	0.6	110.0	-8.5	4.0	-1.2	-1.7	14.1	99.3
C=CCn1c(SCC(=O)Nc2nc3ccccc3s2)nnc1-c1ccccc1O	-0.5	0.5	2.4	72.0	-15.2	5.2	0.5	-13.9	2.7	81.7
O=C(Nc1ccc2c(c1)OCO2)c1cnc2n(c1=O)CCS2	-4.5	nt	0.7	92.6	8.7	0.5	0.0	nt	1.6	92.9
O=S(=O)(/N=C(/Nc1ccccc1F)c1ccccc1)c1ccccc1	-14.4	0.2	3.8	94.2	-13.1	-11.4	-1.8	-4.0	2.2	96.7
Cc1cc(C)c(NC(=S)NC(NC(=O)c2ccccc2)C(Cl)(Cl)Cl)c(C)c1 (stereo not given)	-15.7	-10.7	14.6	3.9	9.4	3.7	-5.8	1.8	4.1	7.4
CCn1c(N)c(C(=O)NCc2ccc3c(c2)OCO3)sc1=S	-19.5	-1.4	4.5	72.0	-16.4	0.2	-3.5	-2.3	5.2	89.4
O=c1[nH]c(SCc2n[nH]c(=S)n2-c2ccccc2)nc2sc3c(c12)CCC3	-33.4	nt	2.0	92.9	-24.5	-1.5	-0.8	-1.3	9.1	89.8
O=S(=O)(NCCSCc1c(Cl)cccc1Cl)c1ccc2c(c1)OCCO2	-56.0	0.5	4.5	81.7	-18.7	13.4	-2.5	4.1	6.5	90.7
CCc1ccc(OCCOCC(O)CNC(C)(C)C)cc1 (stereo not given)	-28.3	-9.8	3.9	74.4	nt	-3.9	-2.6	-1.4	13.2	96.0
CC1CCCCN1C(=O)c1ccccc1NC(=O)c1ccco1 (stereo not given)	-11.8	-2.0	0.8	94.8	-55.3	4.4	-1.9	-1.9	14.6	95.5
COc1cc(C2=NOC(C(=O)NCc3cccs3)C2)cc(OC)c1OC (stereo not given)	-9.4	4.9	3.2	20.0	nt	6.7	-4.4	-7.6	4.2	20.2
N/C(=N\OC(=O)C12CC3CC(CC(C3)C1)C2)c1ccccc1	-26.6	nt	2.5	55.2	10.2	13.2	-2.8	-12.3	2.1	23.6
C/C=C(\C)c1nnc(NC(=O)c2ccco2)s1	-69.1	0.9	-0.5	112.1	5.7	6.6	-0.4	-11.8	3.1	107.5
CN(Cc1cccs1)C(=O)Cc1c[nH]c2ccccc12	-23.3	-10.4	-1.0	90.8	nt	-1.2	-2.2	-2.4	13.1	92.8
CCCCC(=O)Oc1ccccc1C1SCc2cc(C)c(C)cc2CS1	-14.7	-0.6	0.7	77.3	-27.9	9.6	-3.8	5.2	16.5	90.8
Cc1ccc(C(=O)Nc2nc3ccc(S(C)(=O)=O)cc3s2)s1	-45.3	0.4	-0.5	84.5	2.5	-9.7	-1.9	-8.5	7.8	87.0
CCNc1ccc(Br)cc(C(=O)/C=C/c2ccc(Cl)cc2)c1=O	-13.4	2.3	0.3	4.2	1.6	-3.3	-4.2	15.5	9.9	7.0
CN(C)S(=O)(=O)c1cccc(NC(=O)CSc2nc3c(cc2C#N)C(=O)CC(C)(C)C3)c1	-25.9	-19.3	0.9	8.1	7.6	-7.4	-5.5	-2.9	15.9	9.9
C=CCNCCOc1ccc(C(C)(C)c2ccccc2)cc1	-37.1	-0.7	8.1	77.0	5.0	-9.8	-3.4	4.0	5.7	74.3
CC(=O)Nc1cccc(C(=O)/C=C/c2ccc(/C=C/C(=O)c3cccc(NC(C)=O)c3)cc2)c1	-38.0	-4.0	-0.1	1.8*	nt	-9.6	-6.2	-0.5	0.2	4.2*
COc1cc(CCC(=O)N2CCN(S(=O)(=O)c3ccc(C)c(C)c3)CC2)cc(OC)c1OC	-18.7	-0.4	1.1	74.9	-5.2	-4.4	-2.7	-22.9	15.7	69.9
N=C(N)SCc1ccccn1	-17.9	0.6	1.9	93.9	1.0	-3.2	6.3*	3.3	6.9	94.3
Cc1ccc(S(=O)(=O)c2c(COC(=O)c3ccc(Cl)cc3)c(-c3ccccc3)nn2C)cc1	3.8	-1.6	3.3	59.3	5.6	-8.3	-0.2	0.2	2.3	54.8
CCNC(=O)C1CN(S(=O)(=O)c2ccccc2)CCN1S(=O)(=O)c1ccccc1 (stereo not given)	8.7	0.2	0.6	95.4	0.6	6.4	-0.5	-5.3	0.4	98.9
CCn1c(SCc2ccc(C#N)cc2)nnc1-c1ccc(S(=O)(=O)N2CCCCC2)cc1	-17.6	nt	-1.0	66.4	-14.4	6.6	-4.2	-23.8	6.8	74.8
COc1ccccc1NCCC(=O)OCC(=O)NC1CCCCCC1	-8.8	-12.4	2.9	86.1	nt	-11.5	-0.5	-2.9	9.7	87.7
CSc1nc2sc3c(c2c(=O)n1C)CCCC3	-43.3	-0.2	-0.2	86.0	-4.4	0.7	0.1	-15.6	20.1	92.0
O=C1CCCN1CCNC(=S)Nc1ccccc1	-16.7	-1.6	-0.2	93.7	16.3	5.4	-1.6	-3.4	27.0	93.6
CC(C)Cn1c(N2CCN(C(=O)c3cccs3)CC2)nc2ccccc21	-30.7	1.8	8.1	83.3	22.4	5.0	-3.5	-5.3	3.7	84.5
Cc1cc(N2CCOCC2)ccc1/C=C1\NC(=O)N(CC(=O)Nc2ccccc2C)C1=O	-47.9	nt	3.1	95.8	29.1	0.1	-1.2	-19.8	3.8	92.5
COC(=O)Cn1cc(C(=O)c2ccco2)c2ccccc21	-28.0	-0.1	2.9	84.0	11.3	-0.5	-3.7	-30.3	7.0	94.3
Cn1c(=O)c2c(ncn2CC(=O)Nc2ccccc2)n(C)c1=O	10.7	2.7	3.2	92.3	-9.0	2.6	-1.1	-15.8	8.5	79.8
COc1ccc(C(=O)N2CCCC2)cc1S(=O)(=O)N1CCC(C)CC1	-8.6	-0.5	3.0	103.0	-15.0	7.6	-4.2	-12.8	21.5	100.5
Cc1cc(C)n(-c2nnc(NC34CC5CC(CC(C5)C3)C4)nn2)n1	-6.5	-7.7	-3.8	61.6	nt	0.6	-3.8	4.9	16.4	54.4
Cc1oc(CC(C)C)cc1C(=O)Nc1ccc(C(=O)O)cc1	-45.6	3.0	1.1	99.3	-27.2	5.7	1.0	-8.5	1.5	99.2
O=C(N1CCOCC1)N1CCN(C(=O)N(c2ccccc2)c2ccccc2)CC1	10.9	-0.5	3.5	84.5	0.8	-0.3	-0.7	-6.7	9.0	101.4
Cc1ccc(-c2cc(NC(=O)CSc3n[nH]c(N)n3)n(-c3ccccc3)n2)cc1	-31.2	nt	-1.6	70.9	5.6	0.0	2.3	-1.6	7.5	83.1
Cc1ccc(S(=O)(=O)Nc2ccc(S(=O)(=O)Nc3ncccn3)cc2)cc1	-25.5	nt	-0.2	101.5	nt	0.0	-2.4	-7.5	8.5	92.7
COc1cc(/C=C2\SC(=S)N(Nc3ccccc3)C2=O)ccc1O	-15.7	-4.4	4.0	91.4	nt	1.0	-0.3	-4.9	41.8	91.5
Cc1cc(C)n2ncc(C(=O)NCCc3ccccc3)c2n1	-12.9	-0.2	5.1	109.2	4.6	-0.2	-2.2	-26.3	6.0	94.8
CN1C(=O)S/C(=C/c2cccnc2)C1=O	-22.0	-1.1	-0.6	85.8	22.8	-1.3	-3.9	11.8	5.8	75.0
CC(=O)c1c(C)nc(C)nc1NC(=O)Cc1ccccc1	-21.9	nt	1.0	103.4	-7.4	-3.8	-1.8	-2.5	27.1	98.1
O=C(Nc1ccc(Cl)cc1F)c1ccc(COc2c(F)c(F)c(F)c(F)c2F)o1	10.9	0.5	16.0	86.0	nt	6.8	-1.6	-13.5	47.6	86.1
O=C(COc1ccccc1Cl)N1CCN(c2ncccn2)CC1	-4.9	2.8	0.4	91.4	nt	-5.4	-0.1	-14.3	1.4	85.6
CC(C)CCNC(=O)COc1ccc2c(c1)C(=O)CC(C)(C)O2	-34.9	-1.2	6.3	92.0	22.9	-5.3	0.4	-3.4	10.8	92.9
COc1ccc(CNC(=O)CCS(=O)(=O)c2cccc3nonc23)cc1	-20.6	-3.6	2.5	76.8	-12.6	9.2	-2.9	-6.0	11.6	66.8
COc1ccccc1C(=O)NC(=S)NNC(=O)c1sc2ccccc2c1Cl	3.0	-3.1	3.9	18.8	nt	12.6	-5.3	-1.9	0.4	11.1
COc1ccc(N(CC(=O)NC2CCCCC2)S(=O)(=O)c2c(C)[nH]c(=O)[nH]c2=O)cc1	10.7	nt	2.1	108.7	7.5	9.4	2.9	-12.6	-1.1	101.0
Cn1c(SCC(=O)Nc2ccccc2-c2ccccc2)nnc1-c1ccco1	-7.8	-0.9	1.7	87.8	nt	-7.4	-3.0	-11.8	3.0	82.8
O=C(Cc1nnc(NC(=O)Nc2ccccc2)s1)NCc1ccccc1	-34.5	-7.8	1.2	84.8	nt	-4.2	-2.3	0.4	2.1	91.5
Brc1ccc(C2Nc3cccc4cccc(c34)N2)o1	-18.1	1.9	1.3	91.7	nt	-0.6	-1.7	-10.1	0.7	84.5
CC1C(=O)CC(c2ccccc2)NC1c1ccccc1 (stereo not given)	-8.9	-0.4	0.1	85.2	1.7	4.4	0.0	-6.7	2.1	100.5
CCCc1[nH]nc2c1C1(CCOC1C)C(C#N)=C(N)O2 (stereo not given)	-58.3	-0.9	-0.1	103.7	3.0	0.4	0.1	-4.6	6.6	102.6
